SENP1 inh = inhibitors of human SENP1 SUMO protease catalytic domain; Q9P0U3; recombinant SENP1 catalytic domain, CyPet-SUMO1-YPet FRET cleavage; inhibition, % at 10 µM; 360,000 tested, 0.21% active; AID 624204;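 active = inhibition at least 30% at 10 µM, raw YFP signal under a set limit, fluorescence ratio 0.5 to 1.5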;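 also: 0% = enzyme with DMSO and 100% = no enzyme wells; some results filed as inactive read as strong as hits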
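Controls: no-enzyme wells low, DMSO-plus-enzyme wells high control. Test system: human recombinant His6-tagged SENP1 catalytic domain enzyme. Reagent: SFCypet-SUMO1-SFYpet FRET protein substrate, 25 nM final. Doses: one dose per compound, 10 µM, 0.5% DMSO. Detection: FRET, CFP and YFP emission. Timing: 50 min reaction at room temperature.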
PfGluPho inh = PfG6PD (Plasmodium falciparum) enzyme inhibition; PfGluPho enzyme, NADPH resazurin-diaphorase fluorescence; inhibition, % at 20 µM; 350,000 tested, 0.78% active;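 active = inhibition reaching at least a set limit at 20 µM in the primary screen, cut at about 59% in these data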;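 also: 0% = DMSO wells with substrate and 100% = DMSO wells lacking glucose-6-phosphate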
SENP8 block-1 = blocks the human protease SENP8; Q96LD8; purified SENP8, Z-RLRGG-aminoluciferin cleavage, luminescence; inhibition, % at 10 µM; 330,000 tested, 1.2% active; AID 2540; in the data active = inhibition above about 50%
Target sequence (Q96LD8 whole entry, looked up): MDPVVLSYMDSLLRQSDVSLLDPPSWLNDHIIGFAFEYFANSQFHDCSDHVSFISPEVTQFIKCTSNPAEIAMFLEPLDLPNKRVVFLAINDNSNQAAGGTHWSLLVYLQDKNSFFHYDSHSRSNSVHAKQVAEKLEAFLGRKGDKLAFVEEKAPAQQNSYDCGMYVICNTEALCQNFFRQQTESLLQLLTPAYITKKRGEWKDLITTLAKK
HKDC1 inh = blocks human hexokinase HKDC1 activity | AID 493160 | Q2TB90 | 340,000 tested, 0.16% active | inhibition, % at 20 µM | recombinant HKDC1, G6PDH/diaphorase resazurin coupled fluorescence;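 active = inhibition above about 35% when tested at 20 µM, limit read from the data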;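 also: plate controls were DMSO wells with enzyme for no effect and DMSO wells lacking enzyme for full effect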
Target sequence (Q2TB90 whole entry, looked up): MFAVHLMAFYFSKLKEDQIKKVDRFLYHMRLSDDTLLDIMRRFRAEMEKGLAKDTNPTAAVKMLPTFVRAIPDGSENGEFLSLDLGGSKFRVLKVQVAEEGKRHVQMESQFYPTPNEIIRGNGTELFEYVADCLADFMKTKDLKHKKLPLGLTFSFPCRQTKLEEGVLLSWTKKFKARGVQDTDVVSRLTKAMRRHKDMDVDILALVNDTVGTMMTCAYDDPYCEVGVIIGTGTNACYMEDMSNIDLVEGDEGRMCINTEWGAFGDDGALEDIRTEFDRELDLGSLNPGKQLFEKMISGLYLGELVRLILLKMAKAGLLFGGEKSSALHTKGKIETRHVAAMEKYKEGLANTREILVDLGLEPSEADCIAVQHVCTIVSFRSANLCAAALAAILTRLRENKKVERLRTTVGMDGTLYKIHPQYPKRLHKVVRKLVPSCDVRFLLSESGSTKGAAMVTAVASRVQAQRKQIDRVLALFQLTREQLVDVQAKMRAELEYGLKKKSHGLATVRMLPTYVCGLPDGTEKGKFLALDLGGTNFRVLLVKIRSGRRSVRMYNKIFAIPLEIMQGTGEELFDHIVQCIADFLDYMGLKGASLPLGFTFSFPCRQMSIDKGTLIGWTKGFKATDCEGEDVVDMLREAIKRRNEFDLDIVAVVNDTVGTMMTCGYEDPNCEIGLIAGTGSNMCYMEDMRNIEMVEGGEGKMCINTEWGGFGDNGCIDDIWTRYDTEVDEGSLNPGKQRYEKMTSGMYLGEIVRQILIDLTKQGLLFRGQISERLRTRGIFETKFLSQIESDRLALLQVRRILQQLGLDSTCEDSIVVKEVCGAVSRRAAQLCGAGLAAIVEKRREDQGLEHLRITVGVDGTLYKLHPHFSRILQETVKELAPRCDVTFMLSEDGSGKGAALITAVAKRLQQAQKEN
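Test system: HK5 enzyme. Quantity: 5 µg/mL HK5 final. Reagent: glucose and ATP substrates. Schedule: 90 min reaction incubation at room temperature, dark. Technique: resazurin-to-resorufin fluorescence via G6PDH and diaphorase coupling, 525/613 nm. Control set: DMSO wells with and without enzyme mix.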
SENP6 inh = SENP6 protease inhibition. inhibition, % at 10 µM. Recombinant SENP6 catalytic domain, aminoluciferin luminescence. Q9GZR1. AID 2599. 330,000 tested, 1.8% active;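 active = inhibition above about 50% at the single tested dose, limit read from the data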;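 also: plate controls were DMSO wells with enzyme for no effect and DMSO wells lacking enzyme for full effect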
NLRP3 yeast inh = inhibitors of NALP3 inflammasome in yeast | AID 2825 | Yeast reconstituted NLRP3/ASC/caspase-1, beta-gal luminescence, 24 h | 330,000 tested, 0.39% active | inhibition, % at 10 µM;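 active = inhibition of 50% or more; inactive = inhibition below 50%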;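 also: plate controls were induced DMSO wells for no effect and uninduced yeast grown without galactose for full effect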
SENP7 block = blocks the human protease SENP7. inhibition, % at 5 µM. AID 434973. recombinant SENP7, Z-RLRGG-aminoluciferin luminescence, 40 min. Q9BQF6. 330,000 tested, 1.5% active;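 active = inhibition above about 50% at the single test dose, limit read from the data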;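 also: plate controls were DMSO with enzyme for no effect and no enzyme buffer wells for full effect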
Apaf-1 inh = inhibitors of human Apaf-1 apoptosome | O14727 | reconstituted apoptosome caspase-3 activity, DEVD-Rh110 fluorescence | inhibition, % at 20 µM | 330,000 tested, 0.71% active; active = inhibition of at least 40% at 20 µM;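 also: plate controls were DMSO wells for no effect and DEVD-CHO caspase inhibitor wells for full effect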
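Assay system: Apoptosome proteins | Medium: pH 7.5 Hepes buffer with CHAPS, BSA, DTT | Also added: Cytochrome c and DEVD-Rh110 substrate | Times: 30 min plus 50 min, RT | Detection: Rhodamine 110 fluorescence at Ex 480/Em 540 nm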
SENP8 block-2 = inhibitors of human SENP8 protease. Q96LD8. recombinant SENP8, Nedd8 substrate fluorescence. inhibition, % at 20 µM. 360,000 tested, 0.64% active. AID 602440; in the data active = inhibition mostly above about 40%, no sharp cut-off; inactive = mostly below about 27%
* marks the source's active call; other numbers are inactive results; . = no result given.

entry | molecule | Apaf-1 inh | SENP7 block | SENP6 inh | PfGluPho inh | NLRP3 yeast inh | HKDC1 inh | SENP8 block-1 | SENP8 block-2 | SENP1 inh
1 | COc1cc(C#Cc2c(-c3cncn3C)n(C)c3ccc(-c4cc(OC)c(OC)c(OC)c4)cc23)cc(OC)c1 | 29 | -6 | -9 | 20 | 15 | -1 | -8 | -479 | -1
2 | COc1ccc(C(=O)NC(=S)NCc2cccnc2)cc1OC | 0 | -2 | -5 | 10 | 0 | -9 | -11 | 10 | 1
3 | CN(C(=O)c1ccc(COc2ccccc2Br)o1)c1ccccc1 | 16 | -3 | -1 | -15 | 18 | -6 | 0 | 15 | 0
4 | OC1(c2cccs2)CN(c2ccc(Cl)cc2)C2=[N+]1CCCC2 (stereo not drawn) | 0 | -5 | -5 | -6 | -1 | -4 | 10 | 9 | 0
5 | Cc1cccc(N(CC(=O)NC2CCCC2)C(=O)c2cc3cc4cccc(C)c4nc3s2)c1C | 7 | -9 | -5 | 19 | 10 | -2 | 1 | -37 | 3
6 | Cc1ccc(C)c(N2CCN(C(=O)CCS(=O)(=O)c3ccc4c(c3)NC(=O)CO4)CC2)c1 | 17 | -1 | 0 | 1 | -6 | -7 | 0 | 9 | 2
7 | Cc1ccc(-c2nc3cccnc3o2)cc1NC(=O)COc1ccc(Cl)cc1C | 0 | -3 | -7 | -9 | 10 | 5 | 7 | -119 | 0
8 | CC(C)(C)c1nnc2sc(SCCN3C(=O)c4ccccc4C3=O)nn2c1=O | 5 | 6 | -9 | -13 | 11 | -1 | 1 | 20 | 0
9 | CCOC(=O)Cc1csc(NC(=O)CC(C)(C)C)n1 | 5 | -6 | -10 | -17 | 0 | -1 | -12 | 15 | 1
10 | C=CCSc1nnc(NC(=O)CSc2ccccn2)s1 | 1 | 1 | 10 | 10 | 22 | -2 | -2 | . | .
11 | Cc1cc(N)n(-c2ccc(Oc3ccccc3)c(S(=O)(=O)O)c2)n1 | 13 | 8 | -5 | 6 | 27 | -3 | 14 | 9 | -1
12 | CCCCOc1ccc(-c2c(C#N)c(N)[nH]c(=S)c2C#N)cc1 | -6 | -2 | 2 | 10 | 5 | 5 | -1 | -4 | -41
13 | CCCCCCN(C(=O)CCCCCN1C(=O)NC(c2ccc(-c3ccccc3)cc2)C(C(=O)OCc2ccccc2)=C1C)C(C(=O)NCCCC)c1ccc(OCC(=O)OC)cc1 (stereo not drawn) | 17 | -14 | 5 | . | 7 | . | -6 | . | .
14 | CC(NC(=O)CN(C)CC(=O)Nc1ccc(F)c(F)c1F)c1ccccc1 (stereo not drawn) | -1 | -9 | -25 | -14 | 5 | 4 | -11 | -1 | 2
15 | O=C1c2ccccc2C(=O)N1c1ncn[nH]1 | -2 | -3 | -2 | -3 | -7 | -4 | -5 | 5 | 1
16 | COC(=O)c1ccc(S(=O)(=O)NCc2ccc(OC)cc2)n1C | -1 | 4 | 3 | 1 | 26 | -5 | -2 | 15 | 1
17 | COc1ccc(OCC(=O)Nc2ccc(NC(=O)c3cccs3)cc2)cc1 | -4 | 0 | -23 | -13 | 15 | -5 | 0 | 3 | -2
18 | O=C(c1cnc2sccn2c1=O)N(Cc1ccccc1)c1ccccn1 | -2 | 15 | 1 | -1 | -13 | -7 | -9 | -1 | -1
19 | Cc1ccc(C2CN(c3ccccc3)CC2C(=O)c2ccc(F)cc2)cc1 (stereo not drawn) | 13 | 0 | 4 | -1 | 12 | 3 | -4 | -37 | -29
20 | COc1cc(Cl)c(C)cc1NC(=O)COC(=O)c1cc[n+]([O-])cc1 | 9 | -4 | -8 | -1 | 5 | -1 | 5 | 12 | -4
21 | Cc1ccc(S(=O)(=O)N2CCC(NC(=O)c3cccnc3)CC2)cc1Cl | -1 | -2 | -6 | 4 | 19 | -3 | 4 | 18 | -2
22 | O=C(NNc1c2ccccc2nc2ccccc12)c1cccc(O)c1 | 3 | 2 | -10 | -8 | 20 | -5 | -6 | -430 | -143
23 | CCc1ccc(N2CC(O)(c3cccs3)[N+]3=C2SCCC3)cc1 (stereo not drawn) | 3 | 3 | -13 | -12 | 8 | -3 | -5 | 6 | 0
24 | Cc1ccc(C)c(CSc2nnc(-c3cccs3)n2Cc2ccco2)c1 | 29 | -8 | -14 | -10 | 9 | -1 | -5 | 25 | -1
25 | COc1ccc(C(C(=O)NC2CCCC2)N(Cc2ccccc2)C(=O)CNC(=O)c2ccco2)cc1 (stereo not drawn) | 9 | 4 | -8 | -25 | 12 | -3 | 0 | 25 | 2
26 | O=C1OC(c2ccccc2)=NC12CC2c1ccc(Cl)cc1 (stereo not drawn) | 3 | 12 | -6 | 2 | 25 | 10 | 0 | -9 | -1
27 | CN(C)c1ccc(C(=O)c2ccc(N(C)C)c3ccccc23)cc1 | 24 | -10 | -19 | 0 | 9 | 4 | -13 | -12 | 0
28 | COc1ccc(N2CC(NC(=O)Nc3ccccc3)CC2=O)cc1 (stereo not drawn) | -15 | 3 | -17 | 13 | -11 | -7 | -5 | 12 | 3
29 | CC(Cc1ccccc1)C(=O)N(C)Cc1cccnc1 (stereo not drawn) | -4 | 2 | 0 | -8 | 0 | 0 | 0 | -6 | 0
30 | COC(=O)C[C@H]1c2ccccc2S(=O)(=O)N1Cc1ccc(OC)cc1 | -1 | -10 | 9 | -2 | -7 | -6 | 2 | 4 | 1

A draw from above in order of number of heavy atoms, highest first.
entry | molecule | Apaf-1 inh | SENP7 block | SENP6 inh | PfGluPho inh | NLRP3 yeast inh | HKDC1 inh | SENP8 block-1 | SENP8 block-2 | SENP1 inh
13 | CCCCCCN(C(=O)CCCCCN1C(=O)NC(c2ccc(-c3ccccc3)cc2)C(C(=O)OCc2ccccc2)=C1C)C(C(=O)NCCCC)c1ccc(OCC(=O)OC)cc1 (stereo not drawn) | 17 | -14 | 5 | . | 7 | . | -6 | . | .
19 | Cc1ccc(C2CN(c3ccccc3)CC2C(=O)c2ccc(F)cc2)cc1 (stereo not drawn) | 13 | 0 | 4 | -1 | 12 | 3 | -4 | -37 | -29
21 | Cc1ccc(S(=O)(=O)N2CCC(NC(=O)c3cccnc3)CC2)cc1Cl | -1 | -2 | -6 | 4 | 19 | -3 | 4 | 18 | -2
11 | Cc1cc(N)n(-c2ccc(Oc3ccccc3)c(S(=O)(=O)O)c2)n1 | 13 | 8 | -5 | 6 | 27 | -3 | 14 | 9 | -1
16 | COC(=O)c1ccc(S(=O)(=O)NCc2ccc(OC)cc2)n1C | -1 | 4 | 3 | 1 | 26 | -5 | -2 | 15 | 1

The listing picks up with the 2 entries that preceded the break.
entry | molecule | Apaf-1 inh | SENP7 block | SENP6 inh | PfGluPho inh | NLRP3 yeast inh | HKDC1 inh | SENP8 block-1 | SENP8 block-2 | SENP1 inh
29 | CC(Cc1ccccc1)C(=O)N(C)Cc1cccnc1 (stereo not drawn) | -4 | 2 | 0 | -8 | 0 | 0 | 0 | -6 | 0
30 | COC(=O)C[C@H]1c2ccccc2S(=O)(=O)N1Cc1ccc(OC)cc1 | -1 | -10 | 9 | -2 | -7 | -6 | 2 | 4 | 1
31 | O=C(c1cccnc1)N1CCC(c2nc3ccccc3[nH]2)CC1 | -11 | 3 | -6 | . | -6 | . | -1 | . | .
32 | O=C1/C(=C/c2ccncc2)SC(=S)N1C1CCS(=O)(=O)C1 (stereo not drawn) | -2 | -8 | -2 | 0 | 18 | -1 | -3 | 16 | 3
33 | CC(=O)Oc1ccc(C(=O)Nc2cccc(C(=O)NC(C)(C)C)c2)cc1 | 0 | -7 | -3 | -7 | 2 | -12 | -10 | 16 | 1
34 | O=C(NCCCN1CCOCC1)[C@@H]1CSC2c3ccccc3C(=O)N21 (stereo partly drawn) | -8 | 8 | -6 | 6 | 13 | -10 | 5 | 10 | 2
35 | CCOC(=O)CNC(=O)CSc1ccc2nnc(-c3cccnc3)n2n1 | -10 | 1 | 10 | -13 | 12 | 2 | -4 | -129 | 0
36 | Cn1cc(/C=C2\SC(=O)NC2=S)c2ccccc21 | 30 | 6 | 15 | 6 | 27 | -7 | 6 | 28 | 3
37 | COc1ccc(CCNC(=O)c2ccc(CNS(=O)(=O)c3ccc(C(C)(C)C)cc3)cc2)cc1OC | -1 | -4 | -16 | 5 | 19 | 13 | -4 | 9 | 4
38 | Cc1ccc(NC(=S)NNC(=O)c2ccco2)cc1 | -3 | 5 | -1 | -1 | 15 | -7 | 3 | 20 | 0
39 | CC1=C(N2CCCCC2)CCC1=O | 2 | 2 | -4 | 13 | -4 | -6 | -3 | 11 | 0
40 | CN(C)CCCN(Cc1cc2cc3c(cc2[nH]c1=O)OCO3)C(=S)NCc1ccco1 | 0 | 1 | 13 | 2 | 5 | -5 | -3 | -401 | -4
41 | COc1cc(C2c3c(-c4ccccc4)n[nH]c3C(=O)N2c2ccccc2)ccc1O (stereo not drawn) | 17 | 8 | -2 | -2 | 0 | -1 | 5 | 13 | 2
42 | CCN1C(=O)[C@H]2[C@@H](c3ccc(C)cc3)N3C(=O)N(c4cccc(Br)c4)C(=O)[C@@]3(C)[C@H]2C1=O | . | . | . | 13 | . | 6 | . | 13 | 5
43 | Oc1ccc2oc3c(c2c1C=NCc1ccncc1)CCCC3 | -3 | -5 | 1 | -1 | -6 | 5 | 8 | -40 | 8
44 | COc1ccc(OC)c(C2=NOC(C(=O)N3CCCc4ccccc43)C2)c1 (stereo not drawn) | 16 | -9 | -14 | -8 | 9 | 2 | -2 | -137 | -2
45 | CCOc1ccccc1/C=C(/NC(=O)c1ccccc1)C(=O)N1CCCCC1 | 7 | -6 | -4 | 0 | 13 | -4 | -9 | 9 | 0
46 | COc1ccc(S(=O)(=O)N2CCN(c3ccc(F)cc3)CC2)cc1C(=O)N1CCCC1 | 3 | -9 | -13 | -9 | 19 | -4 | -4 | 6 | 1
47 | CCc1ccccc1N(CC(=O)O)S(C)(=O)=O | 3 | 0 | 1 | 7 | 0 | -3 | 6 | 14 | 1
48 | O=C(CN=C1NC(=O)C(c2ccccc2)(c2ccccc2)N1)NCc1ccc(F)cc1 | -7 | 0 | -9 | -13 | -1 | -2 | -3 | 24 | 1
49 | Cc1ccccc1Cn1c(C(=O)OC(C)C)cc2c1ccn2C | 17 | 4 | 11 | 5 | -47 | 9 | -4 | -8 | -14
50 | CC1=C(C(=O)NCc2ccccc2)C(c2cc(Br)cc(Br)c2OC(C)C)NC(=O)N1 (stereo not drawn) | 10 | 4 | 2 | -7 | 0 | -2 | 9 | 7 | 1
51 | CN(C)CCCNC(=O)c1cc(C(=O)C2CCCCC2)c[nH]1 | -8 | -11 | -2 | -4 | -1 | -1 | -7 | 0 | 1
52 | Cc1cc(Cl)c(S(=O)(=O)NC(C)C)cc1OCC(N)=O | 2 | 3 | 2 | 3 | -2 | -7 | -12 | 8 | 2
53 | Cc1cc(C)c(C)c(S(=O)(=O)N2CCN(C(=O)CCC(=O)N3CCOCC3)CC2)c1C | -4 | 0 | -5 | 9 | 9 | -5 | 3 | 12 | 0
54 | O=C(c1sc2ccccc2c1Cl)N(Cc1ccccc1Cl)C1CCS(=O)(=O)C1 (stereo not drawn) | -5 | -1 | -6 | 11 | 5 | 10 | 1 | 7 | -2
55 | Cc1nnc(Sc2c(N)n(C)c(=O)[nH]c2=O)s1 | -11 | 10 | 14 | -11 | 12 | 1 | 1 | 8 | 1
